Compound activity from PubChem BioAssay.
Ecoli viability – bacterial growth inhibition, counter-screen for AddAB inhibitors; E. coli V3065 growth, OD600 absorbance, 18 h; inhibition, % at 11.9 µM; 330,000 compounds, 0.27% hits; AID 449728;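 active means inhibition above the campaign's mean inhibition across all tested compounds plus 3 SD, cut at about 9.9% in these data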;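 further: uninfected addAB+ strain grown without phage in ampicillin broth; 0% = DMSO wells and 100% = ciprofloxacin 0.95 µg/ml wells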
PKA-R1A activ – activators of PKA-R1A complex | P00514+P68181 | activation, % at 11.4 µM | PKA-R1A dissociation, Cy5-IP20 fluorescence polarization; scaled: DMSO 0%, 113 µM cGMP 100% | 340,000 compounds, 0.083% hits;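 active means percent activation above the mean of all tested compounds plus 3 SD, cut at about 19% in these data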;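 further: higher means more PKAc released from R1A so a rise in polarization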
HTR5A inv ag – counter-screen for OPRM1-OPRD1 inverse agonists: human HTR5A inverse agonism | P47898 | HTR5A cell line, luminescence | inhibition, % at 9.3 µM | 340,000 compounds, 0.083% hits; in the data active means inhibition mostly above about 23%, no sharp cut-off; inactive means mostly below about 18%;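 further: 0% = cells with DMSO and 100% = no-cell wells with DMSO; some compounds called inactive have numbers as strong as hits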
Target sequence (P47898 whole entry, looked up): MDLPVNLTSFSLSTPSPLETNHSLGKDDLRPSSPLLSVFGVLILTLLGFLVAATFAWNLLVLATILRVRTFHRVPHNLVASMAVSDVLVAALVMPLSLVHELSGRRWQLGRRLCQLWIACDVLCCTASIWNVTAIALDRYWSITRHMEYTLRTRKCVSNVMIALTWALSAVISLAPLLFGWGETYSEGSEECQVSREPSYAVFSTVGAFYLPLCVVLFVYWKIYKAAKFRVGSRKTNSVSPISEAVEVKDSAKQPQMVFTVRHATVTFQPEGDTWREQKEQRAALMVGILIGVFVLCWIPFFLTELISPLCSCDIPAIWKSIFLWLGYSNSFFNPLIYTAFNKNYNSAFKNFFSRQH
phage Ecoli inh – E. coli growth loss with phage present; 360,000 compounds, 0.26% hits; inhibition, % at 11.9 µM; growth absorbance; in the data active means inhibition above about 11%
OPRM1-OPRD1 inv – inverse agonist of human OPRM1-OPRD1 heterodimerization; P35372+P41143; AID 504357; 340,000 compounds, 0.21% hits; cell-based MOR-DOR heterodimer luminescence, inverse agonism; inhibition, % at 9.3 µM; in the data active means inhibition above about 22%, passing the limit was not always enough;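 further: 0% = cells with DMSO and 100% = wells without cells with DMSO; values of inactives mirror those of a sister screen read the other way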
AddAB inh – less growth of phage-infected E. coli with AddAB | E. coli expressing H. pylori AddAB, absorbance growth | inhibition, % at 11.9 µM | 330,000 compounds, 0.29% hits | AID 435030; in the data active means inhibition above about 12%;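 further: 0% = vehicle wells of infected cells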
PfHsp90 yeast 2 – reduces growth (ATP signal) of yeast expressing P. falciparum Hsp90; inhibition, % at 9.4 µM; S. cerevisiae expressing PfHsp90, BacTiter-Glo ATP, 48 h; yeast lacking PDR1 and PDR3 efflux regulators; 310,000 compounds, 0.32% hits;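 active means every replicate shows inhibition above about 80%, whatever the replicate mean, limit read from the data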;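 further: 0% = DMSO neutral controls and 100% = 20 µM radicicol positive controls; yeast relying on Plasmodium falciparum Hsp90 in place of its own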
SUMO Mot1 rescue – blocks SUMOylation pathway, rescuing yeast Mot1-301 growth. S. cerevisiae Mot1-301 growth rescue, ATP luminescence, 38.5C; percent above DMSO median, 100 means doubled. growth rescue, % at 18.8 µM. 320,000 compounds, 1% hits;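 active means every valid replicate shows activation above 250% relative to neutral control wells; inactive means the rest, any valid replicate at or below 250%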;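 further: OY570 slx delta 5 strain wells were the positive control but not used for scaling; some compounds called inactive have numbers as strong as hits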
OPRM1-OPRD1 ag – agonists of human mu-delta opioid receptor heterodimerization; cells, OPRM1-OPRD1 heterodimerization, luminescence; activation, % at 9.3 µM; 340,000 compounds, 0.3% hits; AID 504326; in the data active means activation above about 18%;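 further: 0% = vehicle-treated cells and 100% = reference agonist; values of inactives mirror those of a sister screen read the other way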
PKA-R2B activ – PKA-R2B complex activation | P22694+P31323 | PKA-R2B holoenzyme dissociation, Cy5-IP20 fluorescence polarization; R2B truncated from residue 108, S112A mutant; 0% DMSO only, 100% 113 µM cGMP | activation, % at 11.4 µM | 340,000 compounds, 0.079% hits | AID 504700;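 active means activation above a cutoff set at the mean over all compounds plus 3 SD, cut at about 18% in these data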;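 further: higher means more holoenzyme dissociation and a rise in polarization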
Target sequence (P31323 whole entry, looked up, other chains not shown, the tested form may be a part): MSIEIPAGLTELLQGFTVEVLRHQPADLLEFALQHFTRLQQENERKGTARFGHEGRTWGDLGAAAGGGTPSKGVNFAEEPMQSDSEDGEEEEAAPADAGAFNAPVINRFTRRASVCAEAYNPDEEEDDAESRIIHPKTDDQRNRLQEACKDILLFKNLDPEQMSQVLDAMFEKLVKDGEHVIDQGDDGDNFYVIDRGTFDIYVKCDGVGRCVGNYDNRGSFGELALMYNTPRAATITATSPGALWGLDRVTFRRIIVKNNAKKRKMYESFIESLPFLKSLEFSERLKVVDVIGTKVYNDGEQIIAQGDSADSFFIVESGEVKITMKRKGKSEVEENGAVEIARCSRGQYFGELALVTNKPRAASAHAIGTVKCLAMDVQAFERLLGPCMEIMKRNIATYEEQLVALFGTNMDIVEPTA
Tat transport – blocks Tat-dependent protein export in E. coli; E. coli MC4100 TorA-mCherry Tat export, fluorescence; inhibition, % at 10 µM; 340,000 compounds, 0.036% hits;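 active means mean replicate inhibition at least 50% and at least half of replicates individually reaching 50%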;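 further: exported cargo escapes ClpAP degradation while cytoplasmic cargo is degraded and loses fluorescence; 0% = median of neutral control wells and 100% = median of NaSCN control wells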
Numbers without * were called inactive; & = joins results of further samples. No enrichment for hits, and some 2.2% of all compounds hit somewhere here.

What do the screens show for `CN(C)S(=O)(=O)N1CCN(C(=O)N2CCOCC2)CC1`?
Ecoli viability: 1.7; PKA-R1A activ: -2; HTR5A inv ag: 7; phage Ecoli inh: -1.1; OPRM1-OPRD1 inv: 16; AddAB inh: 2.3; PfHsp90 yeast 2: -4; SUMO Mot1 rescue: 0; OPRM1-OPRD1 ag: -2.8; PKA-R2B activ: -3; Tat transport: 4

How did CCn1cc(CNC(=O)c2ccc3nc(Cc4ccccc4F)oc3c2)cn1 do in these assays?
Ecoli viability: 2.5; PKA-R1A activ: -4; HTR5A inv ag: -10; phage Ecoli inh: -1.7; OPRM1-OPRD1 inv: 15; AddAB inh: 0.7; PfHsp90 yeast 2: 20; SUMO Mot1 rescue: -3; OPRM1-OPRD1 ag: -2.8; PKA-R2B activ: -7; Tat transport: 0

Results for CCC1(c2ccccc2)NC(=O)N(CC(=O)Nc2cc(S(=O)(=O)N3CCCCC3)ccc2OC(C)C)C1=O (stereo unspecified) ?
Ecoli viability: 1.6; PKA-R1A activ: -1; HTR5A inv ag: 12; phage Ecoli inh: 7.4; OPRM1-OPRD1 inv: 0; AddAB inh: 1.0; PfHsp90 yeast 2: -22; SUMO Mot1 rescue: -12; OPRM1-OPRD1 ag: 0.0; PKA-R2B activ: 2; Tat transport: 16

How did NNC(=O)c1ccc(CSc2n[nH]c(=O)[nH]c2=O)cc1 do in these assays?
Ecoli viability: -0.2; PKA-R1A activ: -14; HTR5A inv ag: -17; phage Ecoli inh: -0.7; OPRM1-OPRD1 inv: 10; AddAB inh: 0.8; PfHsp90 yeast 2: 5; SUMO Mot1 rescue: -6; OPRM1-OPRD1 ag: -2.1; PKA-R2B activ: -11; Tat transport: 6

How did C[C@H](CO)N1C[C@H](C)[C@@H](CN(C)Cc2ccc(C(=O)O)cc2)Oc2c(NS(=O)(=O)c3ccccc3)cccc2C1=O do in these assays?
Ecoli viability: 1.1; PKA-R1A activ: 1; HTR5A inv ag: -9; phage Ecoli inh: -0.2; OPRM1-OPRD1 inv: 6; AddAB inh: 4.2; PfHsp90 yeast 2: -7; SUMO Mot1 rescue: 1; OPRM1-OPRD1 ag: -1.1; PKA-R2B activ: 3; Tat transport: 1

Results for COc1cc(C2CC(c3cccs3)=NN2C(=O)CCl)ccc1OC(F)F (stereo unspecified) ?
Ecoli viability: -1.3; PKA-R1A activ: -8; HTR5A inv ag: -144; phage Ecoli inh: 2.0; OPRM1-OPRD1 inv: -414; AddAB inh: 0.7; PfHsp90 yeast 2: -11; SUMO Mot1 rescue: -15; OPRM1-OPRD1 ag: 74*; PKA-R2B activ: -9; Tat transport: -9

How did Cn1c(Nc2cccc(Cl)c2)nc2ccccc21 do in these assays?
Ecoli viability: 1.3; PKA-R1A activ: 3; HTR5A inv ag: 4; phage Ecoli inh: 3.3; OPRM1-OPRD1 inv: -35; AddAB inh: -0.5; PfHsp90 yeast 2: 20; SUMO Mot1 rescue: -20; OPRM1-OPRD1 ag: 7.2; PKA-R2B activ: -5; Tat transport: -8

What do the screens show for `Nc1scc2c(C(=O)O)nn(-c3ccccc3)c(=O)c12`?
Ecoli viability: -0.8; PKA-R1A activ: -1; HTR5A inv ag: 16; phage Ecoli inh: 2.2; OPRM1-OPRD1 inv: -3; AddAB inh: -0.3; PfHsp90 yeast 2: 14; SUMO Mot1 rescue: -4; OPRM1-OPRD1 ag: 0.6; PKA-R2B activ: 2; Tat transport: -8

Results for COc1ccccc1/C=N/NC1=NCCCCC1 ?
Ecoli viability: -2.0; PKA-R1A activ: -11; HTR5A inv ag: -34; phage Ecoli inh: 2.3; OPRM1-OPRD1 inv: 1; AddAB inh: 1.1; PfHsp90 yeast 2: 10; SUMO Mot1 rescue: 12; OPRM1-OPRD1 ag: -0.1; PKA-R2B activ: -6; Tat transport: -3

Results for CN(C)c1ccc(/C=N/NC(=O)c2ccc3c(c2)OCO3)cc1 ?
PKA-R1A activ: -3; HTR5A inv ag: -7; phage Ecoli inh: -0.5; OPRM1-OPRD1 inv: 18; PfHsp90 yeast 2: -25; SUMO Mot1 rescue: -10; OPRM1-OPRD1 ag: -3.9; PKA-R2B activ: 1; Tat transport: -2

How did Cn1cc(SCC(=O)NCC2CCCO2)c2ccccc21 (stereo unspecified) do in these assays?
Ecoli viability: -2.5; PKA-R1A activ: 7; HTR5A inv ag: -58; phage Ecoli inh: 1.4; OPRM1-OPRD1 inv: 8; AddAB inh: 0.0; PfHsp90 yeast 2: -10; SUMO Mot1 rescue: -23; OPRM1-OPRD1 ag: -1.4; PKA-R2B activ: 3; Tat transport: -2

How did Clc1ccc(-n2nnnc2-c2ccccc2)cc1 do in these assays?
Ecoli viability: 1.2; PKA-R1A activ: 6; HTR5A inv ag: 6; phage Ecoli inh: 1.4; OPRM1-OPRD1 inv: 6; AddAB inh: 4.3; PfHsp90 yeast 2: -20; SUMO Mot1 rescue: -8; OPRM1-OPRD1 ag: -1.1; PKA-R2B activ: -7; Tat transport: -4

How did COc1ccccc1NC(=S)NCCc1ccc(OC)c(OC)c1 do in these assays?
Ecoli viability: 0.0; PKA-R1A activ: -3; HTR5A inv ag: -4; phage Ecoli inh: 0.9; OPRM1-OPRD1 inv: 8; AddAB inh: -1.7; PfHsp90 yeast 2: 29; SUMO Mot1 rescue: 4; OPRM1-OPRD1 ag: -1.8; PKA-R2B activ: -3; Tat transport: 7

Results for O=C(N/N=C/c1ccc([N+](=O)[O-])o1)c1cn(-c2ccccc2)nc1-c1ccc(Cl)cc1 ?
Ecoli viability: 1.6; PKA-R1A activ: -24; HTR5A inv ag: -8; phage Ecoli inh: 3.2; OPRM1-OPRD1 inv: -41; AddAB inh: 1.3; SUMO Mot1 rescue: -3; OPRM1-OPRD1 ag: 6.5; PKA-R2B activ: -1; Tat transport: -7

What do the screens show for `Cc1cccc(NC(=O)C2CCN(S(=O)(=O)c3cccs3)CC2)c1`?
Ecoli viability: -0.4; PKA-R1A activ: -5; HTR5A inv ag: 0; phage Ecoli inh: 5.0; OPRM1-OPRD1 inv: 4; AddAB inh: -1.2; SUMO Mot1 rescue: -14; OPRM1-OPRD1 ag: -0.7; PKA-R2B activ: 3; Tat transport: -2

How did O=C(NC1CCCCC1)C1CCN(C(=O)c2ccccc2Cl)CC1 do in these assays?
Ecoli viability: 0.3; PKA-R1A activ: -12; HTR5A inv ag: 5; phage Ecoli inh: -1.0; OPRM1-OPRD1 inv: -6; AddAB inh: 1.4; PfHsp90 yeast 2: 13; SUMO Mot1 rescue: 11; OPRM1-OPRD1 ag: 0.7; PKA-R2B activ: 2; Tat transport: -5

Results for COc1ccc(OC)c(C(=O)c2oc3ccccc3c2NC(C)=O)c1 ?
Ecoli viability: -1.7; PKA-R1A activ: -12; HTR5A inv ag: -15; phage Ecoli inh: 0.9; OPRM1-OPRD1 inv: 9; AddAB inh: -2.5; PfHsp90 yeast 2: 11; SUMO Mot1 rescue: 16; OPRM1-OPRD1 ag: -2.0; PKA-R2B activ: 1; Tat transport: 5

What do the screens show for `CCN(CC)C(=O)[C@H]1C[C@H](CC(=O)NC(C)(C)C)C(=O)N2CCc3c([nH]c4cc(-c5ccco5)ccc34)[C@]12C`?
Ecoli viability: 2.9; PKA-R1A activ: -11; HTR5A inv ag: 12; phage Ecoli inh: 1.7; OPRM1-OPRD1 inv: 16; AddAB inh: 0.9; PfHsp90 yeast 2: -16; OPRM1-OPRD1 ag: -3.3; PKA-R2B activ: -8; Tat transport: 8

Results for O=C(N/N=C/c1cc2c3c(c1O)CCCN3CCC2)c1ccccc1O ?
PKA-R1A activ: -3; HTR5A inv ag: -7; phage Ecoli inh: 25*; OPRM1-OPRD1 inv: -14; PfHsp90 yeast 2: 107*; OPRM1-OPRD1 ag: 2.0; PKA-R2B activ: -9; Tat transport: -6

How did Fc1ccc(CN2CCN(c3ncnc4scc(-c5ccccc5)c34)CC2)cc1 do in these assays?
Ecoli viability: 0.5; PKA-R1A activ: 9; HTR5A inv ag: -1; phage Ecoli inh: 1.0; OPRM1-OPRD1 inv: 1; AddAB inh: 1.8; PfHsp90 yeast 2: -17; SUMO Mot1 rescue: 38; OPRM1-OPRD1 ag: -0.1; PKA-R2B activ: -3; Tat transport: 6

Results for CCCNC(=S)N(Cc1cc2cc(C)ccc2n2nnnc12)CC(C)(C)CN(C)C ?
Ecoli viability: 0.7; PKA-R1A activ: -3; HTR5A inv ag: 5; phage Ecoli inh: 2.4; OPRM1-OPRD1 inv: 9; AddAB inh: 2.8; PfHsp90 yeast 2: -2; SUMO Mot1 rescue: 3; OPRM1-OPRD1 ag: -1.6; PKA-R2B activ: 11; Tat transport: -1

How did O=C(COC(=O)c1c(F)cccc1F)NCCNC(=O)COC(=O)c1c(F)cccc1F do in these assays?
Ecoli viability: -3.8; PKA-R1A activ: 7; HTR5A inv ag: -2; phage Ecoli inh: 2.7; OPRM1-OPRD1 inv: 8; AddAB inh: -0.1; PfHsp90 yeast 2: -109; SUMO Mot1 rescue: -28; OPRM1-OPRD1 ag: -1.3; PKA-R2B activ: 5; Tat transport: -3

What do the screens show for `O=C(O)c1cc(-c2ccco2)nc2ccc(Br)cc12`?
Ecoli viability: 0.2&-0.7; PKA-R1A activ: 0&-1; HTR5A inv ag: -47&1; phage Ecoli inh: 0.1; OPRM1-OPRD1 inv: -13&6; AddAB inh: 1.7&1.2; PfHsp90 yeast 2: -13&31; SUMO Mot1 rescue: -20&-9; OPRM1-OPRD1 ag: 2.5&-1.1; PKA-R2B activ: -3&-18; Tat transport: 5&4

What do the screens show for `c1ccc(Cc2noc(CN3CCN(CCOc4ccccc4)CC3)n2)cc1`?
Ecoli viability: -2.1; PKA-R1A activ: -2; HTR5A inv ag: 5; phage Ecoli inh: 4.2; OPRM1-OPRD1 inv: 6; AddAB inh: 0.7; PfHsp90 yeast 2: 7; SUMO Mot1 rescue: 6; OPRM1-OPRD1 ag: -1.1; PKA-R2B activ: 1; Tat transport: -8

What do the screens show for `COc1ccc(/C(N)=N/OC(=O)c2ccc([N+](=O)[O-])c(C)c2)cc1OC`?
Ecoli viability: -1.5; PKA-R1A activ: 0; HTR5A inv ag: -6; phage Ecoli inh: 5.6; OPRM1-OPRD1 inv: 5; AddAB inh: 5.5; PfHsp90 yeast 2: -86; SUMO Mot1 rescue: -6; OPRM1-OPRD1 ag: -0.7; PKA-R2B activ: 2; Tat transport: 4

Results for COc1cc2[nH]cc(C(=O)NCc3ccccc3)c(=O)c2cc1OC ?
Ecoli viability: 1.0; PKA-R1A activ: -4; HTR5A inv ag: 4; phage Ecoli inh: 1.9; OPRM1-OPRD1 inv: 8; AddAB inh: -1.0; PfHsp90 yeast 2: 43; SUMO Mot1 rescue: 12; OPRM1-OPRD1 ag: -1.8; PKA-R2B activ: -3; Tat transport: 0

How did CN1C(=O)c2cccc3c(S(=O)(=O)Nc4ccccc4F)ccc1c23 do in these assays?
Ecoli viability: 0.3; PKA-R1A activ: -4; HTR5A inv ag: 17; phage Ecoli inh: 3.1; OPRM1-OPRD1 inv: 16; AddAB inh: -0.7; PfHsp90 yeast 2: -4; SUMO Mot1 rescue: 9; OPRM1-OPRD1 ag: -2.3; PKA-R2B activ: -3; Tat transport: -9
